HCMV antiviral – blocks human cytomegalovirus replication; HFF cells, HCMV-luciferase reporter, 72 h; hits give low values; activity change, negative = inhibition, % at 57.5 µM; 4.5% of 410,000 active; in the data active means activity change below about -60%; inconclusive means no clear call, values can overlap the other calls; inactive means above about -39%
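HFF cells seeded 16 h at 37C, treated with compounds, infected with luciferase-reporter HCMV at MOI 1 PFU/cell; luciferase read at 72 h post infection, normalized to buffer-only and Salinomycin controls.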
AMA1-RON2 inh – AMA1-RON2 (P. falciparum) interaction inhibition; AlphaScreen AMA1-biotinylated RON2 peptide binding; Potency, µM (titrated, usually from 58.2 µM), for the others: at the highest dose activity change, negative = inhibition, hits mostly inhibitors; 0.2% of 360,000 active; active means well fitted inhibition curve with a large enough effect; inconclusive means small, poorly fitted or top-dose-only effect; inactive means no such curve, though single readings can be large or run the other way;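 further: potency means the concentration at half of the fitted maximal effect; 0% = vehicle wells and -100% = peptide control; nearly all actives have a fitted effect of over 45% in size; some results filed as inactive show a strong effect at the top dose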
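AMA1 (3D7) with his tag at 25 nM final met compounds first, then biotinylated RON2 peptide at 25 nM; detection used donor plus acceptor beads, 10 µg/mL apiece, read by AlphaScreen after 30 min at room temperature.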
Active calls of the source: *; ? = inconclusive; [ ] = dose if it differs, or a comment. Unless noted, on the % scale 0 is the no-effect control and ±100 the full control effect.

SMILES	HCMV antiviral	AMA1-RON2 inh
CN(Cc1ccccc1)C(=O)c1ccc(NC(=O)Cc2ccc(NC(=O)C3CCCN(C(=O)CCc4ccccc4)C3)cc2)cc1 (stereo not given)	-67*	2%
NC(=O)c1ncn([C@@H]2O[C@H](CNCc3cccc(OC4CCCC4)c3)[C@@H](O)[C@H]2O)n1	10	-1%
CN1CCCCC1(C)C(=O)NCc1ccc(F)cc1 (stereo not given)	-7	1%
COCCOC(=O)N1CCCCC1c1cc(C(=O)Nc2cccc3c2CCCC3)no1 (stereo not given)	-12	-8%
O=C(NC1CC1)c1cccc(NC(=O)C2CCN(S(=O)(=O)c3cccc(C(F)(F)F)c3)CC2)c1	0	-7%
Cc1cccc(C)c1NC(=O)C1c2ccccc2OCC(=O)N1Cc1ccco1 (stereo not given)	-8	-10%
Nc1ncnc(N2CCOCC2)n1	-30	-2%
COc1ccc(NC(=O)C(c2ccc(OC)cc2)n2c(=O)c(-c3ccco3)nc3ccccc32)cc1 (stereo not given)	11	-15%
COc1cccc(C2=CC(=O)CCC2)c1	24	-1%
CCCN(CC(=O)Nc1ccc(F)c(F)c1F)C(=O)c1cc(S(=O)(=O)N(C)C)ccc1N1CCCC1	-6	-5%
Cc1ccc(S(=O)(=O)N2C[C@H]3C(=O)C[C@@H]4C(=O)N(c5ccccc5)C(=O)[C@@H]4[C@@H]3C[C@@H]2c2ccccc2)cc1	15	10%
CCOC(=O)C1C(=O)C=C(c2ccccc2)CC1c1ccccc1 (stereo not given)	-31	3%
CCN(CC)S(=O)(=O)c1ccc(OC)c(NC(=O)c2cccc([N+](=O)[O-])c2C)c1	-32	0%
Nc1c(N(Cc2ccccc2)C(=O)COc2ccc([N+](=O)[O-])cc2)c(=O)[nH]c(=O)n1Cc1ccccc1	-97*	-1%
CC(=O)C[C@H]1c2cc(C(F)(F)F)ccc2S(=O)(=O)N1C1CCCCC1	2	-12%
Cc1cccc(CN(C)C)c1CC(O)(c1ccccc1)c1ccccc1	-1	-9%
COc1ccc(C(c2nnnn2-c2ccc(OC)cc2)N2CCN(C/C=C/c3ccccc3)CC2)cc1 (stereo not given)	17	?
O=C(CC(NC(=O)OCc1ccccc1)C(=O)OCc1ccccc1)OCc1ccccc1 (stereo not given)	10	19%
CCCc1nc2c(Cl)cc(C(F)(F)F)cn2c1Cc1ccc(OC)cc1C	6	1%
CN1C(=O)c2ccc(Oc3ccccc3)cc2C1=O	12	-4%
COC1OCC(O)C(OC(=O)c2ccccc2)C1OC(=O)c1ccccc1 (stereo not given)	0	-16%
Cc1cccc(C)c1OCc1cn(CC(=O)c2ccc(O)cc2)nn1	10	6%
CCOc1cc(/C=N/NC(=O)N/N=C/c2ccc(O)c(OCC)c2)ccc1O	25	-7%
COc1ccc(N(C=O)C(C(=O)Nc2c(C)cccc2C)c2ccccc2)cc1 (stereo not given)	38	-3%
O=C1C=CN(C2OC(CO)C(O)C2O)C(=O)C1 (stereo not given)	-73*	26%

A draw from above in order of molecular weight, smallest number first:
SMILES	HCMV antiviral	AMA1-RON2 inh
Nc1ncnc(N2CCOCC2)n1	-30	-2%
COc1cccc(C2=CC(=O)CCC2)c1	24	-1%
O=C1C=CN(C2OC(CO)C(O)C2O)C(=O)C1 (stereo not given)	-73*	26%
CN1C(=O)c2ccc(Oc3ccccc3)cc2C1=O	12	-4%
CN1CCCCC1(C)C(=O)NCc1ccc(F)cc1 (stereo not given)	-7	1%
CCOC(=O)C1C(=O)C=C(c2ccccc2)CC1c1ccccc1 (stereo not given)	-31	3%
Cc1cccc(C)c1OCc1cn(CC(=O)c2ccc(O)cc2)nn1	10	6%
Cc1cccc(CN(C)C)c1CC(O)(c1ccccc1)c1ccccc1	-1	-9%
CCOc1cc(/C=N/NC(=O)N/N=C/c2ccc(O)c(OCC)c2)ccc1O	25	-7%
COc1ccc(N(C=O)C(C(=O)Nc2c(C)cccc2C)c2ccccc2)cc1 (stereo not given)	38	-3%
CCCc1nc2c(Cl)cc(C(F)(F)F)cn2c1Cc1ccc(OC)cc1C	6	1%
NC(=O)c1ncn([C@@H]2O[C@H](CNCc3cccc(OC4CCCC4)c3)[C@@H](O)[C@H]2O)n1	10	-1%
O=C(CC(NC(=O)OCc1ccccc1)C(=O)OCc1ccccc1)OCc1ccccc1 (stereo not given)	10	19%
O=C(NC1CC1)c1cccc(NC(=O)C2CCN(S(=O)(=O)c3cccc(C(F)(F)F)c3)CC2)c1	0	-7%
COc1ccc(C(c2nnnn2-c2ccc(OC)cc2)N2CCN(C/C=C/c3ccccc3)CC2)cc1 (stereo not given)	17	?
Nc1c(N(Cc2ccccc2)C(=O)COc2ccc([N+](=O)[O-])cc2)c(=O)[nH]c(=O)n1Cc1ccccc1	-97*	-1%
CCCN(CC(=O)Nc1ccc(F)c(F)c1F)C(=O)c1cc(S(=O)(=O)N(C)C)ccc1N1CCCC1	-6	-5%
Cc1ccc(S(=O)(=O)N2C[C@H]3C(=O)C[C@@H]4C(=O)N(c5ccccc5)C(=O)[C@@H]4[C@@H]3C[C@@H]2c2ccccc2)cc1	15	10%
CN(Cc1ccccc1)C(=O)c1ccc(NC(=O)Cc2ccc(NC(=O)C3CCCN(C(=O)CCc4ccccc4)C3)cc2)cc1 (stereo not given)	-67*	2%

(more compounds)
SMILES	HCMV antiviral	AMA1-RON2 inh
O=C(Nc1ccc(Cl)cc1)C1Cc2c(-c3ccccc3Oc3ccccc3)ccnc2O1 (stereo not given)	3	0%
COC(=O)C=CSC(=S)C1CCCC1=N (stereo not given)	-23	130%[activator]
COC(=O)c1ccc(CNC(=O)c2ccc(OC)c(S(=O)(=O)NC3CC3)c2)cc1	-11	-8%
O=C(NC1CCCC1)c1nc(-c2c(F)cccc2F)oc1-c1ccccc1	87	1%
Cc1c(C(=O)NCCC#N)sc(=O)n1Cc1ccccc1F	-24	8%
COCOc1cccc(CN2CCC(C)(Oc3ccc(SC)cc3)C2)c1 (stereo not given)	3	?
NC(=O)c1ccsc1NC(=O)COC(=O)[C@@H]1CCCN1C(=O)c1cccs1	-12	7%
COc1ccc(CN2C(=O)CCC2(C)c2nnnn2-c2c(C)cccc2C)cc1OC (stereo not given)	12	4%
COc1ccc(NC(=O)C2(C)CCCN(C(C)=O)C2)cc1F (stereo not given)	32	-2%
C[C@H](CO)N1C[C@H](C)[C@@H](CN(C)Cc2cccc(O)c2)OCc2cnnn2CCCC1=O	39	-3%
CN(C(=O)c1cccc(NC(=O)Cc2cccc(NC(=O)C3CCCN(C(=O)C4CCCC4)C3)c2)c1)C1CC1 (stereo not given)	-4	10%
CC(=O)N(C)C[C@@H]1Oc2ncc(Br)cc2C(=O)N([C@H](C)CO)C[C@@H]1C	-7	-5%
COCCC(=O)N1CCOCC1c1cc(C(=O)NCc2ccccc2)no1 (stereo not given)	-5	-2%
COc1ccccc1NS(=O)(=O)c1cc(C(=O)NC2CC(C)(C)NC(C)(C)C2)ccc1Cl	0	0%
O=C(NNc1nc(N2CCCC2)nc(N2CCCC2)n1)c1ccccc1	-66*	1%
O=C(NCc1ccco1)c1cccc(-c2ccc3nccn3c2)c1	?	14%
COc1ccc(CCN2CC(C(=O)NCCCc3ccncc3)CCC2=O)cc1 (stereo not given)	4	37%[activator]
CC(=NNC(=S)N1CC2CCC(CC2)C1)c1cnccn1	-96*	-2%
O=C(Nc1cccc(C(F)(F)F)c1)OCc1ccncc1	?	-8%
CC(C)(C)C(=O)N1Cc2ccccc2-n2nncc2C1	0	-4%
COC(=O)c1ccc(CN2C(=O)C(Cc3ccccc3)ON=C2c2ncccc2C)o1 (stereo not given)	44	0%
C[C@H]1CN([C@@H](C)CO)C(=O)c2cc(-c3ccccc3F)cnc2O[C@@H]1CN(C)C(=O)NC1CCCCC1	4	-12%
O=C(Cc1ccc(Cl)cc1)N/N=C/c1ccc(O)c(O)c1	-34	10%
CN(C)CCCN1c2ccc3ccccc3c2Sc2cccc(Cl)c21	3	?
CC1=C(C(=O)N2CCOCC2)CC(CC(=O)NC2CCCC2)C(=O)N1Cc1ccc(F)cc1 (stereo not given)	-16	-5%

An excerpt of these results, with two lines to a compound:
Every second line gives: HCMV antiviral, AMA1-RON2 inh
> COc1ccc(NC(=O)C2(C)CCCN(C(C)=O)C2)cc1F (stereo not given)
    32, -2%
> CC(C)(C)C(=O)N1Cc2ccccc2-n2nncc2C1
    0, -4%

(further entries)
SMILES	HCMV antiviral	AMA1-RON2 inh
CCOC(=O)c1[nH]c2ccccc2c1N=CN(C)C	78	-4%
CCOC(=O)C1=C(C)N=c2sc(=C(C)C)c(=O)n2C1c1ccc(N(C)C)cc1 (stereo not given)	-15	-8%
OC(c1cccc(CN2CCCCC2)c1)c1ncc(-c2cccc3ccccc23)[nH]1 (stereo not given)	-16	-10%
Cc1ccc2c(c1)c1c3n2CCN(CCC#N)C3CCC1 (stereo not given)	-27	-4%
Cc1cccc(NC(=O)COC(=O)CN2C(=O)c3ccccc3C2=O)c1	-16	6%
COc1cc(-c2cc3nc(NCc4ccco4)ccn3n2)cc(OC)c1OC	167	-7%
COc1ccc(C(CNC(=O)c2cccc(S(=O)(=O)N3CCCc4ccccc43)c2)N(C)C)cc1 (stereo not given)	-5	-10%[11.6 µM]
O=C(NC1CCCCC1)C(c1ccnc2ccccc12)N1CCOCC1 (stereo not given)	13	17%
COc1cc(C(C)=O)ccc1OC(=O)N1CCOCC1	9	8%
Nn1c(SCC(=O)N2CCCC2)nnc1-c1cccs1	-36	14%
O=[N+]([O-])c1ccc(CN2CC(N3CCCC3)CS2(=O)=O)cc1 (stereo not given)	-1	-6%
COc1ccc(CNC(=O)[C@@H]2CC=C[C@@H]3CCN(C4CC4)C(=O)[C@@H]32)cc1	5	0%
COc1ccc(N2CCN(C(=O)COC(=O)c3nc(Cl)ccc3Cl)CC2)cc1	-22	-1%
CCOC(=O)c1c(NC(=O)c2cccs2)sc(C(=O)N2CCOCC2)c1C	-22	-12%
CC12CCC(=O)N1C(C(=O)Oc1cccc(F)c1)CS2 (stereo not given)	31	-10%
O=C1NC[C@H](Cc2ccccc2)N(CCc2cc(C(F)(F)F)cc(C(F)(F)F)c2)C1=O	7	13%
COc1ccc(OC)c(-c2nn(-c3ccccc3)cc2C(=O)NC2(C)CCS(=O)(=O)C2)c1 (stereo not given)	6	-5%
CCOc1ccc(CCN2C(=O)C(=O)N([C@@H](Cc3ccc(O)cc3)CN3CCC[C@H]3CN3C(=O)C(=O)NC[C@@H]3Cc3ccc(O)cc3)C[C@@H]2Cc2ccccc2)cc1	-27	-5%
O=C1NC[C@H](Cc2ccc(O)cc2)N(CCc2cccc(F)c2)C1=O	11	-16%
CCCn1cnnc1CNC(=O)[C@H]1O[C@@H](n2ccc(N)nc2=O)[C@H](O)[C@@H]1O	-14	-1%
CCCCOc1ccc(N2C(=O)C(C)CNC2=S)cc1 (stereo not given)	-99*	12%
CN(C(=O)c1cccc(NC(=O)Cc2ccc(NC(=O)C3CCCN(C(=O)CCc4ccccc4)C3)cc2)c1)C1CCCC1 (stereo not given)	-72*	-5%
CCc1nc2c(OCc3ccc(C#N)cc3)cccn2c1N(C)C(=O)c1ccco1	9	-5%
CCOC(=O)C1(C)CCN1C(=O)c1ccc(F)c(Cl)c1 (stereo not given)	10	-2%
CCCCc1c(-c2ccccc2Br)ncn1CCc1ccccc1OC	-93*	-20%
SMILES	HCMV antiviral	AMA1-RON2 inh
O=[N+]([O-])c1cccc(SSc2cccc([N+](=O)[O-])c2)c1	-32	?
COc1ccc(-c2coc3c(C(=O)Nc4cccc(C(C)=O)c4)cccc23)c(C)c1	-24	-8%
O=C(OCc1ccccc1)N(CCCCN(CCCNCc1ccccc1)C(=O)OCc1ccccc1)CCCNCc1ccccc1	-97*	?
COc1cccc(-c2cccc(-c3nc(C(=O)NCCCN4CCOCC4)cc4c3[C@H](CCO)N(S(=O)C(C)(C)C)C4)c2)c1 (stereo not given in full)	27	12%
Cc1ccc(CN2CCC[C@]3(N[C@H](c4ccc(C)cc4)[C@@H]4C(=O)N(Cc5ccccc5)C(=O)[C@@H]43)C2=O)cc1	2	-10%
O=C(Nc1ccc(Oc2ccccc2)cc1)c1csc([C@H]2C[C@H](O)[C@@H](CO)O2)n1	-97*	8%
Cc1ccc(S(=O)(=O)NCc2ccccc2)cc1C(=O)N(C)CC(=O)Nc1ccccc1Br	6	97%[activator]
CCNC(=O)C1CCCN(C(=O)c2ccc3c(c2)OCO3)CC1 (stereo not given)	-19	-2%
O=C(NCc1ccccc1F)C1CC(=O)N(Cc2ccco2)C1 (stereo not given)	?	31%[activator]
CCCNC(=O)c1cc(C2CCCN(C(=O)c3cc(F)ccc3C)C2)on1 (stereo not given)	-36	12%
Cc1nc(C(F)(F)F)ccc1C(=O)N1CCC1(C)C(=O)NS(=O)(=O)c1ccc(C(C)(C)C)cc1 (stereo not given)	-81*	-6%
COc1ccc(-c2csc(NCCc3nc4cc(Cl)c(N5CCCCC5)cc4n3CCOCCO)n2)cc1	40	45%[activator]
N#Cc1ccc(C(=O)N2CCC3CC2c2cc(-c4ccccc4)ccc23)cc1 (stereo not given)	7	-19%

Some of the compounds tested, so the mix of outcomes need not match the whole.
